From PubChem BioAssay
PLC-gamma1 inh = blocks human PLC-gamma1 enzyme activity. purified PLC-gamma1, fluorogenic substrate, fluorescence. inhibition, % at 12.2 µM. 370,000 compounds, 0.84% hits; in the data active = inhibition above about 9.5%
ADAM10 inh = ADAM10 inhibition, QFRET primary screen; recombinant ADAM10, EDANS/DABCYL FRET peptide cleavage, 3 h; inhibition, % at 7 µM; 370,000 compounds, 0.62% hits; AID 720582;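 active = inhibition above a per-campaign cutoff equal to the mean of compounds falling between control-based bounds plus 3 SD, cut at about 20% in these data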;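 also: 0% = DMSO wells while the 100% control is not disclosed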
ADAM17 inh = ADAM17 inhibition, QFRET primary screen; P78536; recombinant ADAM17, EDANS/DABCYL FRET peptide cleavage; inhibition, % at 6.95 µM; 370,000 compounds, 0.83% hits; AID 720648;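 active = inhibition above the mean of compounds lying between control limits plus 3 SD, set per campaign, cut at about 8.5% in these data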;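 also: 0% = DMSO-only wells as the low control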
PLCb3 inh = inhibitors of human phospholipase C beta3; 370,000 compounds, 0.18% hits; AID 720704; inhibition, % at 12.2 µM; Purified PLC-beta3, fluorogenic substrate, fluorescence; in the data active = inhibition above about 11%;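 also: 0% = median of compound wells on plate and 100% = full blocker control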
DAX1 inh-1 = inhibitors of DAX1 repression of SF-1 activated StAR promoter; HEK293T StAR-luciferase reporter, SF-1/DAX-1 repression relief; inhibition, % at 6.8 µM; 370,000 compounds, 1.1% hits; AID 652010;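 active = inhibition above the mean over all tested compounds plus 3 SD, cut at about 3.6% in these data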;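 also: 0% = DAX-1 cells with DMSO and 100% = cells lacking DAX-1 with DMSO; higher inhibition means more luminescence from relief of DAX-1 repression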
sPLA2-III inh = Inhibits HGIII-sPLA2 liposome hydrolysis, primary screen; inhibition, % at 12.2 µM; QFRET BODIPY PC-A2 liposome hydrolysis, fluorescence; AID 743126; 370,000 compounds, 0.56% hits;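 active = inhibition above mean plus 3 SD of compounds lying within the high and low control bounds, cut at about 19% in these data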;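 also: 0% = median of test compound wells and 100% = no enzyme DMSO wells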
Target sequence (Q9NZ20 whole entry, looked up): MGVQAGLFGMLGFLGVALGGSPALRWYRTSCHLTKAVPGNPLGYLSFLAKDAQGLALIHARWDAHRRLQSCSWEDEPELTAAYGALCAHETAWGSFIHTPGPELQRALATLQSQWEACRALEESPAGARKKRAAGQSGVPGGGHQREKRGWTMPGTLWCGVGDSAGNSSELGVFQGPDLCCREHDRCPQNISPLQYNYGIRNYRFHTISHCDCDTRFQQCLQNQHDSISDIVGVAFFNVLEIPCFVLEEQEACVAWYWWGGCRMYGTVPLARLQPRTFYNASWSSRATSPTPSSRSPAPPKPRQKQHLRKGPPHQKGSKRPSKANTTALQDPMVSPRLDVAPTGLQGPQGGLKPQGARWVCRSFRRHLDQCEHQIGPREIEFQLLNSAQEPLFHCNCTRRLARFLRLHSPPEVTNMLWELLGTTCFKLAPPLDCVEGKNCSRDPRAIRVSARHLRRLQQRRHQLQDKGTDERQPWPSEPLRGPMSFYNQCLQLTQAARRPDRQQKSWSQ
DAX1 inh-2 = NR0B1 (DAX1) inhibition; inhibition, % at 6.75 µM; P51843; AID 504766; HEK293 Gal4-DAX1 luciferase reporter, luminescence; 340,000 compounds, 0.99% hits;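 active = inhibition above the mean over all tested compounds plus 3 SD, cut at about 4.2% in these data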;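 also: 0% = DAX1-transfected cells with DMSO and 100% = empty-vector control cells with DMSO; inhibition shows as a rise in luminescence from relieved DAX1 repression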
Target sequence (P51843 207-470 limits assumed): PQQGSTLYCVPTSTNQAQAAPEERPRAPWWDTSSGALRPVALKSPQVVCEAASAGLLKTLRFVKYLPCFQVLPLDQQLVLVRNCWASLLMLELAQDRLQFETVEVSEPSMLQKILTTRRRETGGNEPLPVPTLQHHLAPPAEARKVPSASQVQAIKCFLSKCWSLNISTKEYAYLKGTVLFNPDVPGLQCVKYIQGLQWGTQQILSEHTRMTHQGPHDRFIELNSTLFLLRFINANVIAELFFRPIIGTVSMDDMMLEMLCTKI
hcDAF-12 act = activators of H. contortus DAF-12 nuclear receptor | HEK293 hcDAF-12 lit1-tk-luc reporter, luminescence; 0% DMSO, 100% Δ7-dafachronic acid | 370,000 compounds, 1.4% hits | activation, % at 6.8 µM;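 active = activation above the mean of all tested compounds plus 3 SD, cut at about 5.5% in these data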;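 also: 100% = response to 3 µM Δ7-dafachronic acid high control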
hgDAF12 agonist = activates the H. glycines DAF-12 receptor ligand-binding domain; activation, % at 6.8 µM; AID 687014; 370,000 compounds, 1.8% hits; HEK293 GAL4-hgDAF12 UAS-luciferase reporter, agonist luminescence; normalized to butyrate control;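 active = activation above a cutoff set at the mean of all screened compounds plus 3 SD, cut at about 10% in these data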;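 also: 0% = DMSO wells and 100% = sodium butyrate wells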
FXN GAA850 act = activators of GAA850 frataxin (FXN) promoter. 360,000 compounds, 0.56% hits. AID 540364. HEK293 lucGAA850 FXN promoter luciferase reporter, 24 h; percent of 10 µM SAHA response. activation, % at 6 µM;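 active = activation above the average of all compounds screened plus 3 SD, cutoff fixed separately per campaign, cut at about 7.5% in these data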;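 also: 0% = DMSO wells and 100% = 10 µM SAHA wells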
ssDAF-12 act = S. stercoralis DAF-12 activation, primary screen; HEK293 ssDAF-12/GRIP1 lit1-tk-luc reporter, luminescence; % of 3 µM dafachronic acid response; 370,000 compounds, 1% hits; activation, % at 6.8 µM;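 active = activation above the mean over all tested compounds plus 3 SD, cut at about 0.9% in these data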;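 also: 0% = DMSO-only wells and 100% = 3 µM delta7-dafachronic acid wells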
* hit, by the source's call; / = no result given. Hits appear at their usual frequency. Share with any hit: about 6.9%.

compound	PLC-gamma1 inh	ADAM10 inh	ADAM17 inh	PLCb3 inh	DAX1 inh-1	sPLA2-III inh	DAX1 inh-2	hcDAF-12 act	hgDAF12 agonist	FXN GAA850 act	ssDAF-12 act
COc1cc(OC)cc(-c2cc3nc(C)c(CCC(=O)Nc4nc(C)cs4)c(C)n3n2)c1	-10	-19	-6	-14	-1.3	5	-0.6	-3.8	-9.7	-3.4	-2.4
Cc1cc(C(=O)COC(=O)[C@H](C)NC(=O)c2ccco2)c(C)n1Cc1ccco1	-3	-10	-6	-2	0.7	0	-0.1	-0.8	0.2	1.6	-0.8
Cc1nnc(SCC(=O)Nc2c(Cl)cccc2Cl)n(N)c1=O	4	4	3	-3	-1.1	-2	-0.6	0.2	-1.6	-0.1	-1.2
CCCS(=O)(=O)NC(=O)C1(C)CCN(C(=O)c2ccccc2OC)C1 (stereo unspecified)	2	-5	-6	-4	1.2	14	/	-0.4	1.3	-0.8	-0.5
CC(C)Nc1nnc(SC(C)C(=O)Nc2ccc(Cl)cn2)s1 (stereo unspecified)	1	-5	-3	0	-0.2	5	2.8	-0.1	2.9	2.2	-1.3
CCOC(=O)c1ccc(NC(=O)c2nccnc2C(=O)O)cc1	2	0	1	3	1.3	8	-0.2	-1.8	0.0	-2.2	-0.9
Cc1cc2c(nc1C)CCCN2Cc1ccccn1	-97	-148	-39	-125	-0.4	0	/	0.9	1.0	/	-0.6
C=CCOc1ccc(CN(C)C(=O)c2ccc(CNS(=O)(=O)c3ccc(C)c(C)c3)cc2)cc1	8	17	4	-14	-4.8	-42	-1.0	-4.0	-6.7	-0.9	-1.7
CC1COc2ccccc2N1S(=O)(=O)c1ccc(Cl)cc1 (stereo unspecified)	4	7	5	0	0.2	-7	-0.2	1.8	-3.0	0.1	-1.1
Cc1ccc(S(=O)(=O)NCc2ccccn2)c(C)c1	1	-3	0	-3	0.0	3	-1.2	-1.9	-1.3	-1.4	-1.1

compound	PLC-gamma1 inh	ADAM10 inh	ADAM17 inh	PLCb3 inh	DAX1 inh-1	sPLA2-III inh	DAX1 inh-2	hcDAF-12 act	hgDAF12 agonist	FXN GAA850 act	ssDAF-12 act
Fc1ccccc1-c1nc(NC2CCCC2)c2ccccc2n1	-3	-5	0	-5	-0.8	-11	-1.9	0.4	1.6	0.8	-1.2
O=C1CCC(=O)N1CNc1ccc(Oc2ccccc2)cc1	5	7	3	0	0.3	7	-0.7	1.4	2.8	-1.2	0.0
CC(=O)c1ccc(OCc2cc([N+](=O)[O-])cc3c2OCOC3)cc1	5	14	0	-1	0.2	-2	-0.6	-3.2	0.1	1.5	-1.4
CCOC(=O)Nc1ccc(Oc2ccccc2)cc1	0	5	1	2	1.1	-5	1.1	3.7	9.3	6.6	-1.3
COc1ccc(Nc2nc3c(C)cccn3c(=O)c2C=NCc2ccccc2)cc1	1	1	-1	1	-0.9	2	-0.5	-0.3	-1.5	1.5	-1.6
COc1cc(OC)cc(-c2nc3nc(C)c(CCC(=O)NCC(OC)OC)c(C)n3n2)c1	2	15	8	10	0.0	-1	-0.1	-3.1	2.6	-0.1	-1.7
COC(=O)c1cnc(Nc2nc(C(N)Cc3ccc(OC)cc3)cs2)nc1C(F)(F)F (stereo unspecified)	0	-7	-2	-2	-1.4	14	/	-0.8	2.5	-0.2	-1.2
C[C@H](c1ccccc1)N1C[C@@H](COCc2ccccc2)Oc2cc(N3CCC[C@H]3CO)ccc2S1(=O)=O	-5	-11	2	-7	-0.5	0	/	0.1	-0.3	/	-1.9
Brc1ccc(CSc2ccc(-c3ccco3)nn2)cc1	-2	-8	-1	-4	-0.3	4	0.0	1.7	8.3	4.9	-1.4
O=C(NCCN1CCN(C(=O)c2ccc([N+](=O)[O-])cc2)CC1)C(=O)Nc1ccc(F)cc1	3	2	1	-4	-1.0	-9	0.6	-0.8	0.7	-1.0	-1.1

compound	PLC-gamma1 inh	ADAM10 inh	ADAM17 inh	PLCb3 inh	DAX1 inh-1	sPLA2-III inh	DAX1 inh-2	hcDAF-12 act	hgDAF12 agonist	FXN GAA850 act	ssDAF-12 act
CCOc1ccc(NC(=O)C2CCC(CNc3c(N4CCC(C)CC4)c(=O)c3=O)CC2)cc1 (stereo unspecified)	1	2	0	1	-0.3	3	2.1	0.1	-0.8	0.1	-1.4
CC(=O)c1c(C)n(-c2ccccc2)c2ccc(OCC(N)=O)cc12	-5	-5	-7	-16	-1.2	2	-0.8	-0.7	-0.6	4.0	-1.5
CCNC(=S)Nc1ccc2ncoc2c1	2	10	1	6	2.4	5	0.1	-0.8	-2.3	0.5	-1.3
CCN(C(=O)C1CCCN1S(=O)(=O)c1ccc2c(c1)n(C)c(=O)c(=O)n2C)c1ccccc1 (stereo unspecified)	-21	-44	-9	-25	-0.3	12	3.3	-0.1	4.5	-0.3	-0.7
O=C(CC12CC3CC(CC(C3)C1)C2)Nc1cccc2ncccc12	-11	8	-3	-12	0.2	-1	0.3	0.6	-1.0	0.5	-1.9
CCCCc1ncc(CN2CCC(n3nccc3NC(=O)c3ccccc3OC)CC2)[nH]1	4	0	-4	-6	0.1	-5	0.1	1.7	-1.9	0.8	-0.9
O=C(Nc1nnc(S(=O)(=O)N2CCCCCC2)s1)c1ccccc1Cl	-20	-11	2	-23	0.1	-15	0.7	-2.4	0.3	-0.8	-1.6
Cc1cc(C)c(N(C(=O)c2csnn2)C(C(=O)NC(C)(C)C)c2ccncc2)c(C)c1 (stereo unspecified)	2	0	0	-4	-0.6	-4	0.7	-0.9	-2.1	0.8	-1.4
Cc1ccc(C)c(NC(=O)c2ccc(S(=O)(=O)C(F)F)cc2)c1	-1	-6	0	3	-0.6	-6	-2.0	-2.5	0.0	0.7	-1.4
Cc1c(NC(=O)COC(=O)/C=C/c2cccc(F)c2)c(=O)n(-c2ccccc2)n1C	6	1	-1	4	-0.2	-8	-0.7	1.7	1.1	-0.7	-1.6

compound	PLC-gamma1 inh	ADAM10 inh	ADAM17 inh	PLCb3 inh	DAX1 inh-1	sPLA2-III inh	DAX1 inh-2	hcDAF-12 act	hgDAF12 agonist	FXN GAA850 act	ssDAF-12 act
COc1ccc(NC(=O)C(C)NS(=O)(=O)c2ccccc2)cc1Cl (stereo unspecified)	0	-6	-2	-2	0.9	-5	-0.2	2.8	-3.0	1.1	-0.9
CCCCn1c(N)c(N(CC(C)C)C(=O)CC(NC(=O)c2ccccc2Cl)c2ccccc2)c(=O)[nH]c1=O (stereo unspecified)	5	2	2	1	-0.7	-7	0.6	-0.7	-2.6	-0.5	-0.4
COC(=O)C1=C(C)N(c2cccc3ccccc23)C(=O)C1	-13	-48	-9	-16	-0.2	-27	1.2	-0.2	0.0	-5.8	-1.6
Cc1ccc(-c2nnn(CC(=O)NCCc3ccc4c(c3)OCO4)n2)cc1	0	-4	-2	-3	0.4	-2	0.7	-0.1	-0.7	0.9	-1.3
COC(=O)c1ccccc1NC(=O)Cn1nnc(-c2ccc3c(c2)OCO3)n1	1	4	-4	-4	-0.6	-2	0.2	0.7	0.3	1.7	-0.8
N#CCCN(C(=O)COC(=O)Cc1ccc(Br)cc1)c1ccccc1	1	-4	-3	-4	0.6	3	0.5	-0.5	0.3	-0.1	-0.7
CCC(C)Nc1nc(C)nc2c1nnn2Cc1ccccc1 (stereo unspecified)	4	6	1	2	0.6	0	/	-2.5	-1.9	/	-0.8
O=C(/C=C/c1ccccc1)OCC(=O)N1CCN(c2ccccc2)CC1	-1	-3	0	0	-0.1	3	-2.1	0.6	-2.8	1.3	-1.0
Cc1nnc(SCC(=O)NCc2ccc3c(c2)OCO3)n1C	1	-8	-2	-4	0.9	1	0.6	-1.2	0.9	2.7	-0.7
C[C@H](CO)N1C[C@H](C)[C@@H](CN(C)S(=O)(=O)c2ccc(F)cc2)Oc2ccc(NC(=O)CCC(F)(F)F)cc2C1=O	3	0	0	4	0.1	3	1.9	-0.6	0.1	0.7	-1.2

compound	PLC-gamma1 inh	ADAM10 inh	ADAM17 inh	PLCb3 inh	DAX1 inh-1	sPLA2-III inh	DAX1 inh-2	hcDAF-12 act	hgDAF12 agonist	FXN GAA850 act	ssDAF-12 act
O=S(=O)(Nc1ccc2c(c1)nc1n2CCOC1)c1ccc(Cl)cc1	0	5	3	4	0.0	-2	0.9	-2.2	-0.3	-0.5	-2.0
Brc1ccccc1-c1nnc(CSc2nncn2-c2ccccc2)o1	-2	-2	0	2	0.1	7	0.0	0.7	1.8	3.7	-0.6
C#CCN(C#N)c1nc(NCC)nc(NC(C)C)n1	2	3	-4	-2	-0.9	10	0.3	-1.4	-1.9	4.9	-1.9
CC1CCc2sc3ncnc(N4CCOCC4)c3c2C1 (stereo unspecified)	0	-7	-4	0	-0.4	-7	-0.8	-3.3	2.0	1.5	-1.7
CC(=O)C1C(c2ccc(C)cc2)c2c(noc2C)CC1(C)O (stereo unspecified)	3	4	0	-6	0.1	-4	0.7	-1.3	1.3	-1.9	-1.4
O=C1c2ccccc2C(=O)N1CCCn1c2ccc(Cl)cc2c2nc3ccccc3nc21	0	-8	-5	-9	0.5	2	1.0	-1.0	-1.3	2.2	-1.4
CC(C)OC(=O)CSc1nnc(-c2ccccc2)n1N	3	0	4	-1	1.1	2	-0.7	0.3	-3.2	2.3	-1.6
Cc1nn(-c2nc3ccccc3[nH]2)c(=O)c2ccccc12	-227	-78	-22	-281	-4.0	2	-4.2	-6.3	-21	-15	-3.3
CCNC(=O)OCCN1C(=O)CCC12CCC(c1ccc(Cl)cc1)CC2 (stereo unspecified)	-1	-2	-3	-1	-0.8	10	/	-2.5	-2.6	/	-1.1
CC(C)(C)NC(=O)COC(=O)c1ccc(S(=O)(=O)N2CCCC2)cc1	3	-4	-2	-5	2.4	-1	1.5	-0.6	1.2	1.2	-0.7
O=C(O)CCN1CCc2ccccc21	-5	-12	-12	-18	0.2	-20	1.5	0.2	1.7	0.6	-0.6
